# KDM5B inhibitor – blocks human KDM5B histone demethylase activity; Q9UGL1; KDM5B demethylase, FDH-coupled NADH fluorescence (FDH is formaldehyde dehydrogenase); Potency, µM (series often up to 57.7 µM), inactives show top-dose activity change, negative = inhibition, usual class: inhibitors; actives 2.6% (n = 220,000); AID 1347165; active means well fitted inhibition curve with a large enough effect; inconclusive means small, poorly fitted or top-dose-only effect; inactive means no such curve, though single readings can be large or run the other way; further: 0% is about no effect; nearly all actives have a fitted effect of over 70% in size
# Target sequence (Q9UGL1 whole entry, looked up): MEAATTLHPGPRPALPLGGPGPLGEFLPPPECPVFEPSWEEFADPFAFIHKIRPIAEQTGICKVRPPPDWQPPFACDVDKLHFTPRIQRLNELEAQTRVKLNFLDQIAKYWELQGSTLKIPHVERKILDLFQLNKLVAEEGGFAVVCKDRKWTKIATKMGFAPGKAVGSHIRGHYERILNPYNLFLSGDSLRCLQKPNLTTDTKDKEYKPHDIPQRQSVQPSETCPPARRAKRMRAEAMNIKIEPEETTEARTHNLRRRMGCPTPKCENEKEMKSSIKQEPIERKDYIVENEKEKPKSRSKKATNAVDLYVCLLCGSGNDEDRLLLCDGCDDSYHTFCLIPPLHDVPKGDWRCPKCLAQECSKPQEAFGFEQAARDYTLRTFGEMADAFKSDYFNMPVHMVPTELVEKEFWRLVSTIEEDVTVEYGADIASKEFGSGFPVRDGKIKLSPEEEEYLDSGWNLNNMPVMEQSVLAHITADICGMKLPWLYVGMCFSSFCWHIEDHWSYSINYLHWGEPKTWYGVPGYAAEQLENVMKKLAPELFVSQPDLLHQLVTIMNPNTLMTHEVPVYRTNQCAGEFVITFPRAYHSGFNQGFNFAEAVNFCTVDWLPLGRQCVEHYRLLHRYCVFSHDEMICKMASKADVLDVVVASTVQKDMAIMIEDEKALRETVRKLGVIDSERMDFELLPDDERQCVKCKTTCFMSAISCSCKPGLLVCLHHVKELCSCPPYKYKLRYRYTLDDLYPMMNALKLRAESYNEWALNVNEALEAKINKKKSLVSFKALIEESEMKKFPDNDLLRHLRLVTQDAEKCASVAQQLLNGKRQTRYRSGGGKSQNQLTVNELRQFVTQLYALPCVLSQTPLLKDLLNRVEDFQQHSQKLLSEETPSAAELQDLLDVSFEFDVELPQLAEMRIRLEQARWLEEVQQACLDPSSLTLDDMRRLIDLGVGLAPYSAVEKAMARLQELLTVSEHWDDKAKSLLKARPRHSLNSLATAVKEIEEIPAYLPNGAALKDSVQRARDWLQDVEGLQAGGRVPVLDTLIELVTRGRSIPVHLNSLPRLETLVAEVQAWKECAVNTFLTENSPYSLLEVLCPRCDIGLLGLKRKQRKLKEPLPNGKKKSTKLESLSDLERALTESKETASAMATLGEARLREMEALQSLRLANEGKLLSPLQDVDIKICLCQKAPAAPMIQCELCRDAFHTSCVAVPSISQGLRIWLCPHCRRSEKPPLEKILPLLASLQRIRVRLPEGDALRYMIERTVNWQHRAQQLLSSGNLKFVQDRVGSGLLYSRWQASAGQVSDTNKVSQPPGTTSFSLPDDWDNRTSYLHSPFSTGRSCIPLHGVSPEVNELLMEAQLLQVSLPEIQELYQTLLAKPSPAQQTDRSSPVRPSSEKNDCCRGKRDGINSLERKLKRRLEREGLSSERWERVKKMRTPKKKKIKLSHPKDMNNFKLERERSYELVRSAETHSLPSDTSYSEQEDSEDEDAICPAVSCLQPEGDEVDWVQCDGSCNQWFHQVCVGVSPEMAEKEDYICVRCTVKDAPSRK
#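 Coupled FDH/NAD⁺ fluorescence readout. KDM5BΔAP 200 nM final; compound titration, 10 min RT preincubation; substrate mix 12.5 µM H3K4me3, 25 µM 2-OG, 50 µM Fe(II), 100 µM ascorbate, 0.25 mM NAD⁺, 0.25 U/mL FDH; ΔRFU over 30 min.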
# Active calls of the source: *; i = inactive; ? = inconclusive; & = joins results of further samples; [ ] = remark or other dose. Potency means the concentration at half of the fitted maximal effect. These rows are one share of the data, so the mix of outcomes need not match the whole.
SMILES,KDM5B inhibitor
O=C(NCCC(=O)N1CCCC1)c1cc2ccccc2oc1=O,?
CCN1C(=O)CN(C(=O)c2ccc(OC)nc2)CC12CCOCC2,-3%
Cn1c(=O)c2c(-c3cccc(Br)c3)[nH]cc2n(C)c1=O,?
Cc1ccc2c(c1)nc1n2[C@@H](CNCc2cnn(C)c2)COC1,8%[86.2 µM]
CCCCc1ccc(NC(=O)C2CC3CCC2C3)cc1 (centres undefined),9%
O=S(=O)(Nc1ccccc1)c1cccc2nonc12,-9%
O=C(c1ccc(Cl)cc1)N1CCC2(C1)C(=O)N(c1ccccc1)c1ccccc12 (centres undefined),3%[115 µM]
COc1ccc(-n2cnc3cc(C(=O)N4CCSCC4)ccc3c2=O)cc1Cl,-14%
Cc1ccc(C(C(=O)NC2CCCCC2)N(C)c2ccccc2)cc1 (centres undefined),3%
COc1ccc(NC(=O)c2c(NC(=O)c3cccc(C)c3)sc3c2CCCC3)cc1,-12%
Cc1csc(CNC(=O)c2ccc(C(N)=O)cc2)n1,21%
Cc1ccccc1-n1nc(C)c(CCC(=O)NCC2CC2)c1Oc1cccc(F)c1,-4%
Cc1ccc(C)c(N2CCN(C(=O)c3noc4c3CCCCC4)CC2)c1,-24%
CCC(=O)N1CCC2(CC1)CC(N1CCN(c3ccccn3)CC1)CCO2 (centres undefined),-9%
Cn1c(C(=O)NCc2cccc(F)c2)cc2cc(S(=O)(=O)N3CCCCC3)ccc21,?
Fc1ccc(COc2ccc(-c3nnco3)cc2)c(Br)c1,14%
O=Cc1cc(O)ccc1Br,?
Cc1cc(NS(=O)(=O)c2ccc(NC(=O)c3ccccc3F)cc2)nc(C)n1,-3%
O=C(CCc1ccsc1)Nc1cccc(N2CCCC2=O)c1,12%
O=C(CN1C(=O)NC2(CCCCC2)C1=O)NCc1cccc(Br)c1,-5%
CCn1cc(C2N3CC4(CC)CN2CC(CC)(C3)C4=O)c2ccccc21 (centres undefined),15%&-4%
CCCN(CC1CC1)C(=O)C1CCc2ncc(-c3ccc(F)cc3)n2C1 (centres undefined),15%
Fc1ccccc1NCc1nnc2n1CCCCC2,7%
CCOC(=O)C(NC(=O)COc1c(C)cc(C)cc1C)C(=O)OCC,1%
O=C(CSc1nc2ccc(NC(=O)c3ccccc3C(=O)O)cc2s1)Nc1c(Cl)cccc1Cl,-4%

# (continued)
SMILES,KDM5B inhibitor
COc1ccc(NC(=O)NCCCCc2ccccc2)cc1,-1%
O=C(Nc1cccc(F)c1)c1cnc2c(c1)N([S+](=O)([O-])c1cccnc1)CCC2,?
COc1ccc(C(CC(=O)NCCC(C)C)c2c[nH]c3ccccc23)c(OC)c1 (centres undefined),-12%
O=C(CCC1CCCC1)NCC(c1cccs1)N1CCCC1 (centres undefined),-14%
O=C(O)Cc1csc(-c2cccc(Oc3ccccc3)c2)n1,22%&4%
COc1ccc(C(=O)N(Cc2c(F)cccc2Cl)c2ccccn2)cc1,12%
O=C(NCc1ccco1)c1ccc2c(c1)n(Cc1ccc(F)cc1)c(=O)c1ccnn12,28µM*
Cc1nc(NC2CCCC2)sc1C(=O)NC1CC1,6%
CCN(CC)c1sc(S(=O)(=O)CC)nc1S(=O)(=O)c1ccc(C)cc1,11%
CN(CC(=O)Nc1cccc(F)c1)C(=O)Cc1csc(-c2ccccc2)n1,12%
Cc1ccc(CNC(=O)c2cc3c(s2)-c2c(C)cccc2OC3)cc1,?
CCCCOCCCN1CC(=O)N2C(C)c3[nH]c4ccccc4c3C[C@H]2C1=O (some centres undefined),20%
Nc1ccc(-c2cc(C(=O)O)c3ccccc3n2)cc1,3%
Cc1cnc(CC2CCN(C(=O)NCC(C)C)CC2)n1Cc1ccc(F)cc1,9%
COc1ccc2c(c1)sc1ncc(C(=O)NCc3ccc(OC(C)C)cc3)c(=O)n12,-9%
CC(=O)c1ccc(N2CCN(C(C(=O)O)c3c[nH]c4ccc(OCc5ccccc5)cc34)CC2)cc1 (centres undefined),-11%
CCCCc1ccc(NC(=O)CSc2nnc(-c3cc(-c4ccccc4)n[nH]3)n2N)cc1,14%
Cc1cc(C)c(NS(=O)(=O)c2ccc(-c3coc(C)n3)cc2)c(C)c1,5%
COc1ccc(CNC(=O)CN(C)C(=O)c2ccc3c(c2)nnn3C)cc1,-10%
CN1C(=O)CC(C(=O)O)C12CCN(Cc1cnn(-c3ccc(F)cc3)c1)CC2 (centres undefined),-15%
COc1ccc(NC(=O)C2(C)CN(C)Cc3ccc(NCc4ccccc4)nc32)cn1 (centres undefined),32µM*
CCOC(=O)CSc1nc(N2CCCCC2)c2c(c1C#N)CCCC2,9%
C/C(=N\O)c1cc(C(C)(C)C)c(O)c(C(C)(C)C)c1,5%&24%
COc1ccc(CN2C(=O)[C@@H]3C[C@@H](O)CN3C3(CN(C4CCN(C(C)=O)CC4)C3)C2=O)cc1,24%
CCOc1ccc(C(=O)N2CCC(c3nc(-c4ccc(S(=O)(=O)N5CCCC5)cc4)no3)CC2)cc1,-2%

# A different layout for 17 compounds above:
SMILES | KDM5B inhibitor
COc1ccc(NC(=O)NCCCCc2ccccc2)cc1 | -1%
O=C(Nc1cccc(F)c1)c1cnc2c(c1)N([S+](=O)([O-])c1cccnc1)CCC2 | ?
COc1ccc(C(CC(=O)NCCC(C)C)c2c[nH]c3ccccc23)c(OC)c1 (centres undefined) | -12%
O=C(CCC1CCCC1)NCC(c1cccs1)N1CCCC1 (centres undefined) | -14%
O=C(O)Cc1csc(-c2cccc(Oc3ccccc3)c2)n1 | 22%&4%
COc1ccc(C(=O)N(Cc2c(F)cccc2Cl)c2ccccn2)cc1 | 12%
O=C(NCc1ccco1)c1ccc2c(c1)n(Cc1ccc(F)cc1)c(=O)c1ccnn12 | 28µM*
Cc1nc(NC2CCCC2)sc1C(=O)NC1CC1 | 6%
CCN(CC)c1sc(S(=O)(=O)CC)nc1S(=O)(=O)c1ccc(C)cc1 | 11%
CN(CC(=O)Nc1cccc(F)c1)C(=O)Cc1csc(-c2ccccc2)n1 | 12%
Cc1ccc(CNC(=O)c2cc3c(s2)-c2c(C)cccc2OC3)cc1 | ?
CCCCOCCCN1CC(=O)N2C(C)c3[nH]c4ccccc4c3C[C@H]2C1=O (some centres undefined) | 20%
Nc1ccc(-c2cc(C(=O)O)c3ccccc3n2)cc1 | 3%
Cc1cnc(CC2CCN(C(=O)NCC(C)C)CC2)n1Cc1ccc(F)cc1 | 9%
COc1ccc2c(c1)sc1ncc(C(=O)NCc3ccc(OC(C)C)cc3)c(=O)n12 | -9%
CC(=O)c1ccc(N2CCN(C(C(=O)O)c3c[nH]c4ccc(OCc5ccccc5)cc34)CC2)cc1 (centres undefined) | -11%
CCCCc1ccc(NC(=O)CSc2nnc(-c3cc(-c4ccccc4)n[nH]3)n2N)cc1 | 14%

# Additional records
SMILES,KDM5B inhibitor
CCn1cc(C(=O)N2CCC3(CC2)CN(c2ccncn2)CC3CO)cn1 (centres undefined),-15%
CC(C)n1nc(C(=O)NCCCN2CCCC2)c2ccccc2c1=O,10%
CC(=O)N1CCc2c(sc3c2c(=O)n(-c2ccccc2)c(=O)n3CC(=O)Nc2ccccc2C)C1,-26%
CC(CCc1ccccc1)NC(=O)Cn1c(=O)c2c(ncn2C)n(C)c1=O (centres undefined),-8%
CNc1c(NC(=O)CC(=O)OC)c(=O)oc2ccccc12,18%
CC(C)NC(=O)NC[C@H]1OC[C@@H](NCc2cccs2)[C@@H]1O,24%[86.2 µM]
COc1ccccc1CCNC(=O)CCc1c(C)c2cc3c(C)c(C)oc3cc2oc1=O,?
O=C(Nc1cccc(F)c1)c1ccc(-c2ccccc2)s1,-22%
Cc1cc(C(=O)NCC2(COc3ccc(S(C)(=O)=O)cc3)C[C@@H](O)[C@@H](O)C2)n(C)n1 (some centres undefined),-4%
CCc1ccccc1NC(=O)CN1CCN(C(=O)c2oc3ccccc3c2C)CC1,17%
CC(C)C(C)NC(=O)CSc1nc(C2CC2)nc2ccccc12 (centres undefined),9%
COc1cc(/C=C2\SC(=S)N(CCC(=O)NC3CCCC3)C2=O)cc(OC)c1OC,-5%
NC(=O)c1cc[nH]c1C1CCCN(Cc2ccc(Br)o2)C1 (centres undefined),-3%
CC(C)C[C@@H](NC(=O)C1=C[C@@H](NC(=O)Nc2ccccc2Br)[C@@H](O)[C@H](O)C1)C(N)=O,8%
Oc1ccc(N2CCN(CC(O)c3ccccc3)CC2)cc1 (centres undefined),?
O=C(c1cc(=O)c2ccccc2o1)N1CCN(C(c2ccccc2)c2ccccc2)CC1,-10%
Cc1ccccc1Nc1cnc2ccc(N3CCOCC3)nn12,-17%[86.2 µM]
CC(/C=C/c1ccccc1)=N\NC(=O)c1ccc(C)cc1,17%
Cn1nc(C(=O)Nc2ccc(S(=O)(=O)NCc3ccco3)cc2)c2ccccc2c1=O,?
COc1ccc(/C=C/C(=O)N2CC(C)CC(C)C2)cc1 (centres undefined),19%
Cc1cc(=O)n(CC(=O)Nc2ccc(Cl)c(Cl)c2)c(-n2nc(C)cc2C)n1,-29%
Cc1cccc(S(=O)(=O)N2CCCC(Cn3c(C)nc4cccnc43)C2)c1 (centres undefined),-6%
CC1=C[C@@H](CNC(=O)CN(C)C)[C@H](C(C)C)C[C@H]1Cc1nc2ccc(C)cc2[nH]1,-19%[86.2 µM]
COc1ccccc1CCN1CCCC(CN(C)C(=O)c2cc(C)n(C)c2C)C1 (centres undefined),?
CNC(=O)c1ccc(CN(C(=O)NCC(F)(F)F)C2CC2)cc1,-7%

# Other structures follow.
SMILES,KDM5B inhibitor
O=C(Nc1cccc(Cl)c1)C1CCN(c2ncnc3nc[nH]c23)CC1,-6%
c1ccc(Cc2nnc([C@H]3CCN(Cc4ccc5c(c4)OCO5)C3)o2)cc1,-14%[86.2 µM]
COc1ccc(C(=O)N2CCC3(CC2)N=C(c2ccccc2)NO3)cc1,?
COc1cccc(NC(=O)CN(C)C(=O)c2c(-c3ccccc3)noc2C)c1,17%
Cc1cccc(OC(C)C(=O)Nc2ccc(S(=O)(=O)N3CCCC3)cc2)c1 (centres undefined),-1%
O=C(NCc1ccc2c(c1)OCO2)C1CCN(c2cc(C(F)(F)F)ncn2)CC1,-16%
Cc1ccc(C(=O)n2nc(-c3ccc(C)cc3)nc2N)cc1,-19%
COC[C@@H]1CN(Cc2cnn(C)c2C)C[C@H]1c1nc(C2CC2)no1,7%
CCCCCCCc1n[nH]c(=S)n1Cc1ccccc1,?
CCC1(N2CCN(S(=O)(=O)c3ccccc3Cl)CC2)CCN(S(C)(=O)=O)C1 (centres undefined),-21%
COc1ccc([C@H]2CN(c3nnnn3-c3ccccc3)C[C@@H]2N)cc1,-10%
CCc1cc(=O)n(CC(=O)Nc2ccccc2C)c(-c2ccccc2)n1,8%
CCC(Cn1nnc2ccccc2c1=O)NC(=O)Nc1ccccc1Cl (centres undefined),11%&-8%
CC1CCCC(NC(=O)c2ccc(C#N)cc2)C1C (centres undefined),16%
COC(=O)[C@@H]1Cc2nc[nH]c2CN1C(C)C,?
Cc1nn(CC(=O)NC(C)C)c(C)c1[N+](=O)[O-],7%
COc1ccc(NC(=O)Cn2nc3c(cc2=O)CN(C(C)=O)CC3)cc1Cl,-20%
COC(C)(C)C(=O)N1CCc2onc(-c3ccc4c(c3)OCO4)c2C1,?
Clc1cccc(Nc2ncnc3onc(-c4cccc(Cl)c4)c23)c1,92%[activator]
CCN(Cc1ccccc1F)C(=O)c1cc(COc2ccccc2)[nH]n1,8%
Cc1ccc2c(c1)cc(C(=O)N[C@@H](Cc1ccccc1)C(=O)O)n2C,?
Cc1ccc2c(c1)c(=O)c1ccccc1n2CCCC(=O)Nc1ccc(C)c(F)c1,?
COc1ccccc1NC(=O)N1CCC(CN2CCc3ccccc3C2)CC1,-3%
COc1ccc(NS(=O)(=O)c2cc3c4c(c2)CC(=O)N4CCC3)cc1Cl,?
Cc1ccnn1CCC(=O)N1CCC2(CC1)c1nc[nH]c1CCN2CC(C)C,0%

# Additional structures:
SMILES,KDM5B inhibitor
COc1ccc(C(=O)Nc2ccc3oc(-c4ccccc4)cc(=O)c3c2)cc1,9%
CCc1ccccc1/C=C/C(=O)O,21%
CCC(C)NC(=O)C1CCN(C(=O)c2cc3sccc3n2Cc2ccc(Cl)cc2)CC1 (centres undefined),-4%
CCOC(=O)C1CCN(C(=O)C2COc3ccccc3C2)CC1 (centres undefined),-4%
CCOC(=O)c1ccccc1NC(=O)COC(=O)c1ccc(OCC(=O)N2CCOCC2)c(OCC)c1,-4%
O=C(NC1CCCN(c2cc(-c3ccc(F)cc3)[nH]n2)C1)C1CCCCC1 (centres undefined),-11%
COc1ccc(Cl)cc1NC(=O)Cn1c2ncccc2c(=O)n1-c1ccc(C)c(C)c1,-2%
COc1ccc(OCc2nc(C)c(CCO)c(=O)n2CC(=O)N(C)c2cccc(C)c2)cc1,-4%
Cc1noc(-c2ccco2)c1C(=O)NCCC(c1ccccc1)c1ccccc1,?
Cc1ccc(-c2nc(N)sc2CC(=O)OCC(=O)Nc2cccc3ccccc23)cc1,-24%
O=C(N/N=C/c1ccccc1Br)c1ccc(Br)s1,9%
CCCc1cc(C(=O)N2CC(=O)N(CC(C)C)CC(OCc3ccccc3F)C2)n(C)n1 (centres undefined),25%
O=C(Nc1ccc(Cl)cc1)N1CCC(c2nn(-c3ccccc3)c(=O)[nH]2)CC1,1%
CCOC(=O)Cc1csc(SCC(=O)NC(C)CC)n1 (centres undefined),13%
CCOc1nc(NC(=O)NS(=O)(=O)Oc2cccc(F)c2)nc(-c2ccccc2)n1,?
Cc1ccc(CC(=O)NCc2nnc3cc(-c4nc(C)no4)ccn23)cc1,?
CCn1c(=N)c(C(=O)NCc2ccccc2)cc2c(=O)n3cccc(C)c3nc21,i
Cc1cccc(-n2nnnc2C2(NC3CCCCC3)CCCC2)c1,17%
COCCNC(=O)c1c(N)n(/N=C/c2ccc(F)cc2)c2nc3ccccc3nc12,i
Cc1ccc(NC(=O)CSc2nc3ccncc3[nH]2)cc1F,4%

# High-throughput results from PubChem.
